aSyn tox rescue – qHTS of alpha-syn Inhibitors: NCGC Sytravon Library Screen; S. cerevisiae alpha-synuclein toxicity rescue, BacTiter-Glo growth, 24 h; Potency, µM (series often up to 46.1 µM), for inactives: top-dose growth rescue (activation), hits mostly activators; 94,000 compounds, 0.02% hits; active means well fitted activation curve with a large enough effect; inconclusive means small, poorly fitted or top-dose-only effect; further: 0% is about no effect
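Growth restoration measured by BacTiter-Glo luminescence after 24 hr at 30 deg C; alpha-synuclein yeast, raffinose-pregrown to mid-log, were added at OD600=0.02 in galactose medium onto pinned compounds.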
The depositor's hits bear a star; u = inconclusive; & = joins results of further samples; [ ] = another dose, or the depositor's remark. Potency means the concentration at half of the fitted maximal effect. Not all compounds are listed (hit frequency here may not be typical).

canonical_smiles	aSyn tox rescue
CCn1cc(CN2CCCC(C(=O)c3ccc(-c4ccccc4)c(F)c3)C2)cn1 (stereo not given)	5%
CCOC(=O)N1CCc2c(sc3c2c(=O)n(Cc2ccccc2)c(=O)n3CC(=O)Nc2c(C)cccc2C)C1	-2%
C/C(=N\Nc1nncc2ccccc12)c1ccc(OCC(=O)N(C)C)cc1	9%
CCN(c1ccccc1)S(=O)(=O)c1nnc(NC(=O)c2cccs2)s1	3%
CCN1CCOC(=O)C1CC(=O)Nc1ccc(C)c(Cl)c1 (stereo not given)	-86%[inhibitor]
CCc1cccc(NC(=O)C(c2ccccc2)N2Cc3ccccc3C2=O)c1 (stereo not given)	17%
O=C(CCSc1ccccc1Cl)NNC(=O)c1ccncc1	7%
COc1ccc(/C=C(\C#N)c2nc3ccccc3n2C)c(OC)c1	-2%
O=C(O)c1cccnc1SCc1cn2cc(Br)ccc2n1	-14%
CNC(=O)c1cc(Nc2nnc(-c3ccc(O)cc3)c3ccccc23)ccc1OC	-1%
O=C(NCc1cccc(Cl)c1)c1cc2ccc3cccnc3c2[nH]1	3%
Cc1csc(=Nc2cccnc2)n1Cc1ccco1	0%
O=C1[C@H]2[C@@H](c3ccc(C(F)(F)F)cc3)N[C@]3(CCCN(Cc4ccc(C(F)(F)F)cc4)C3=O)[C@H]2C(=O)N1Cc1ccccc1	14%
COc1ccc2[nH]c(=O)c(CN(C(=O)c3ccco3)C(C)C)cc2c1	3%
CCOc1ccc(C(=O)c2cn(CC(=O)Nc3ccc4c(c3)OCO4)c3ccc(OC)cc3c2=O)cc1	0%
O=c1[nH]c(NCCO)c(N=Cc2ccccc2)c(=O)[nH]1	5%
CCc1cccc(C)c1NC(=O)CN1C(=O)c2c(c3ccccc3n2C)C1c1ccc(OC)cc1 (stereo not given)	1%
C[C@@H]1CN([C@@H](C)CO)C(=O)CCCn2nncc2CO[C@@H]1CN(C)C(=O)Nc1ccnc(N2CCOCC2)c1	2%
Cc1ccc(NC(=O)CCn2c(=O)[nH]c3ccsc3c2=O)cc1	1%
O=c1[nH]c(N/N=C/c2cc3c(cc2[N+](=O)[O-])OCO3)nc2ccccc12	-3%
CC(C)Oc1ccc(NC(=O)c2cc3ccccc3o2)cc1	-16%
O=C(Nc1ccc(Br)cc1)c1cc(-c2cccs2)nc2ccccc12	-6%
O=C(Nc1cc(N2CCCCC2)ncn1)c1ccccc1	-22%
O=S(=O)(c1ccc(Cl)cc1)N1CCC(c2ccncc2)CC1	-15%
O=C(/C=C/c1ccc(F)cc1)Nc1nc2n(n1)C(c1ccc(Cl)cc1)C=C(c1ccccc1)N2 (stereo not given)	1%
Cc1ccc(S(=O)(=O)Nc2ccc(-n3c(C)nc4ccccc4c3=O)cc2)cc1	-17%
CC(C)NC(=O)c1nn(-c2ccccc2F)nc1CO	-8%
COC(=O)c1c(C)oc2ccc(N(C(=O)c3ccncc3)S(=O)(=O)c3cc(C)ccc3C)cc12	25%
CCCCCn1c(CCCNC(=O)CC)nc2ccccc21	-7%
Cc1ccn2c(=O)c(C(=O)NCCc3ccc(S(N)(=O)=O)cc3)c(O)nc2c1	-4%
O=C(CCS(=O)(=O)c1cc(Br)cc2c1N(C(=O)C1CC1)CC2)N1CCN(c2cccc(Cl)c2)CC1	-1%
Nc1nnc(-c2cccc([N+](=O)[O-])c2)o1	-9%
CCCn1c(S(=O)(=O)O)nc2ccccc21	-2%
CC(C)c1ccc(-c2noc(SCC(=O)N3CCN(c4ccc(F)cc4)CC3)n2)cc1	-2%
CCOc1ccc(NC(=O)C2CCCN(S(=O)(=O)c3cccc4nonc34)C2)cc1 (stereo not given)	-4%
O=C(c1ccc2c(c1)N(Cc1ccc(Cl)cc1)C(=O)c1ccccc1S2(=O)=O)N1CCCCCC1	1%
O=C(c1cc(COc2ccc(F)cc2Cl)on1)N1CCCC(c2ccccc2)C1 (stereo not given)	17%
COc1cccc(OC)c1C(=O)N1CCN(Cc2ccccc2F)CC1	8%
CC(C)c1ccc(N2C(=O)CSC23C(=O)N(Cc2ccccc2F)c2ccccc23)cc1 (stereo not given)	-10%
COc1ccc(CNC(=O)CSc2nc(-c3ccc(OC)c(OC)c3)cc(C(F)(F)F)n2)cc1	-1%
CN(C)c1ccc(-c2nc(-c3ccccn3)no2)cc1[N+](=O)[O-]	-4%
COc1ccc(N(C(=O)c2ccncc2)S(=O)(=O)c2cccs2)cc1	u
COc1cc(C(=O)Oc2cc(N)n(S(=O)(=O)c3ccccc3)n2)cc(OC)c1OC	13%
CCCCCN(C(=O)CCC(=O)OC(C)C(=O)Nc1ccccc1C)c1c(N)n(CCCC)c(=O)[nH]c1=O (stereo not given)	-5%
O=C(NCc1ccc(Cl)cc1)N1CCN(S(=O)(=O)c2ccccc2)CC1	10%
CSc1cccc(NC(=O)C2CCN(S(=O)(=O)c3ccc4c(c3)CCCN4C(=O)C3CCC3)CC2)c1	1%
COc1ccc(-c2nc3ccccc3o2)cc1NC(=O)c1cc(Br)ccc1OC	3%
CCc1sc(Nc2cccc(Cl)c2)nc1-c1cc2cccc(OC)c2oc1=O	u
Nc1nc(Nc2ccccc2Cl)cc(=O)[nH]1	-8%
CCOc1ccc(OCC)c(NS(=O)(=O)c2c(C)[nH]c(=O)[nH]c2=O)c1	-6%
Cn1c(=O)cc(N2CCCCC2)[nH]c1=O	0%
CCc1ccccc1N(C)C(=O)C1CCCN(c2ncnc3c2nc2n3CCCCC2)C1 (stereo not given)	-12%
CC1=C(C(=O)OC2CCCC2)C(c2ccccc2Cl)CC(=O)N1 (stereo not given)	1%
CCOc1ccc(C(=O)Nc2cc(-c3nc4cc(OC)ccc4o3)ccc2C)cc1[N+](=O)[O-]	-7%
Cn1nc(C(F)(F)F)c(-c2ccc(Br)cc2)c1NC(=O)CSCC(=O)O	0%
O=S1(=O)CCN(CCc2ccccc2)CC1	9%
Cc1cc(N2CCN(C)CC2)nc2ccc(NC(=O)Nc3ccc(Cl)cc3)cc12	-22%
CCn1cc(S(=O)(=O)Nc2ccccc2C(F)(F)F)cn1	3%
Cc1cc2c(cc1S(=O)(=O)CCC(=O)N(C)Cc1ccccc1)OCC(=O)N2	-5%&8%
CCOC(=O)c1[nH]c2ccccc2c1NC(=O)c1ccc(Br)cc1	-4%

The listing continues:
canonical_smiles	aSyn tox rescue
Cn1c(SCC(=O)O)nnc1-c1ccc(NC(=O)c2ccc(Cl)c(Cl)c2)cc1	-1%
COc1ccc(-c2nc3sc(CCNC(=O)c4cc(Cl)ccc4OC)c(C)n3n2)cc1	6%
COc1ccc(-c2cnc3c(c2)C(=O)N([C@H](C)CO)C[C@@H](C)[C@@H](CN(C)C(=O)NC2CCCC2)O3)cc1	-2%
Cc1cccc(C(=O)Nc2ccc(C(=O)OCc3cc(=O)n4nc(C5CC5)sc4n3)cc2)c1	-1%
CN(Cc1ccccc1)C(=O)COC(=O)c1ccccc1Nc1ccccc1	15%
CCCCN1C(=O)c2[nH]nc(-c3ccccc3O)c2C1c1ccc(OCc2ccccc2)c(OC)c1 (stereo not given)	2%
Cc1ccc(C2(c3noc(CN4CCOCC4)n3)CCCC2)cc1	-4%
CCc1nnc(NC(=O)c2ccco2)s1	-12%
CCOC(=O)c1cccc(NC(=O)CCc2c(C)nc3c4cccnc4nn3c2C)c1	-4%
COc1ccccc1NC(=O)Cn1c(=O)c(CNc2ccccc2)cc2cc(OC)c(OC)cc21	4%
CCC(=O)Nc1nnc(SCc2cc(=O)c3cc(C)ccc3[nH]2)s1	-6%
Cc1ccc(NC(=O)Cn2c(CCC(=O)O)ccc2-c2cccs2)cc1Cl	1%
CCCn1c2ccccc2c2cnn(CC(=O)N3CCCC(C)C3)c(=O)c21 (stereo not given)	11%
O=S(=O)(c1cccc(-c2nnc3n2CCCCC3)c1)N1CCOCC1	12%
COc1ccccc1N1CCN(C(=O)c2cc(CC(C)C)on2)CC1	9%
CCCc1cc(=O)oc2cc(OCC(=O)N3CCOCC3)c(Cl)cc12	-6%
Cc1ccc(CSCCC(=O)NCc2ccc(F)cc2Cl)cc1	13%
CCCSc1ncc(Cl)c(C(=O)Nc2scc(-c3ccc(C)cc3)c2C(=O)OCC)n1	3%
O=C(CC1CCCC1)NCCc1cn2ccccc2n1	13%
CC(=O)c1ccc(C(=O)N2CCc3c([nH]c4ccccc34)C2c2cccc(C)n2)s1 (stereo not given)	-24%
Cc1ccc(CCNC(=O)C2COc3ccccc3C2)cc1 (stereo not given)	3%
CCOC(=O)N1CCC2(CC1)OC(=O)C(C)=C2C(=O)NCc1cccc(F)c1	6%
CC(=O)Nc1ccc(NS(=O)(=O)c2c(C)nc3sccn3c2=O)cc1	-3%
CCOc1cc(N2CCOCC2)c(OCC)cc1NC(=O)c1ccc(OC(C)C)cc1	7%

Some of these compounds in order of SMILES length, smallest number first:
canonical_smiles	aSyn tox rescue
O=S(=O)(c1cccc(-c2nnc3n2CCCCC3)c1)N1CCOCC1	12%
CC(=O)Nc1ccc(NS(=O)(=O)c2c(C)nc3sccn3c2=O)cc1	-3%
CCOc1cc(N2CCOCC2)c(OCC)cc1NC(=O)c1ccc(OC(C)C)cc1	7%

Later entries.
canonical_smiles	aSyn tox rescue
O=C(O)c1cccc(N2C(=O)C=CC2=O)c1	u
Cc1nc(C)c(-c2ccn(S(=O)(=O)c3ccc(Cl)cc3)n2)o1	-1%
COC(=O)c1nn(-c2ccccc2)c2nnc(Cc3ccc(C)cc3)c(=O)n12	17%
Cc1ccc(NC(=O)C2CCCN2S(=O)(=O)c2ccc3nc(-c4ccccc4)[nH]c3c2)cc1C (stereo not given)	-3%
O=C(O)C1CCCCN1C(=O)c1ccc(S(=O)(=O)N2CCCC2)cc1 (stereo not given)	-11%
CCCC[n+]1ccn(-c2nc3ccccc3nc2[N-]S(=O)(=O)c2ccc(Br)cc2)c1	-8%
CCOC(=O)C(=O)NCC(c1ccco1)S(=O)(=O)c1cccs1 (stereo not given)	-2%
CCOc1ccc(/C=C2\SC(=S)N(CC(=O)NCCCN3CCOCC3)C2=O)cc1	14%
COc1ccc(NC(=O)COC(=O)CNS(=O)(=O)c2ccccc2)cc1OC	-5%
Cc1ccc2nc(N3CCN(c4ccccc4)CC3)c3nnnn3c2c1	8%
Cn1c(=O)c2c(SCC(=O)N3CCCc4ccccc43)nc(CC(C)(C)C)nc2n(C)c1=O	-1%
O=C(Nc1cccc(S(=O)(=O)NC2=NCCC2)c1)c1cc(-c2ccco2)nc2ccccc12	1%
Cc1oc(-c2cccc(Br)c2)nc1CN1CCC(C(=O)NCc2ccccc2)CC1	-5%
CN(Cc1ccccc1)C(=O)c1cn(C)c2ccc(S(=O)(=O)N3CCCCC3)cc2c1=O	3%
C=CCn1c(SCC(=O)NCCO)nc2sc(C)c(C)c2c1=O	8%
CCn1c(CNC(=O)C23CC4CC(CC(C4)C2)C3)nnc1SCC(=O)Nc1ccc(F)cc1	7%
C=CCN(C(=O)c1csnn1)C(C(=O)NC1CCCCC1)c1ccc(Cl)cc1 (stereo not given)	10%
COc1ccc(S(=O)(=O)NCc2ccccn2)cc1NC(=O)c1ccc(C)cc1	8%
O=C(COC(=O)c1cc([N+](=O)[O-])ccc1N1CCOCC1)NCc1ccccc1	1%
COc1ccccc1N(CC(O)COc1ccccc1C)S(=O)(=O)c1ccccc1 (stereo not given)	5%
CCc1cccc(OCCN2CCCC2)c1	2%
CC(C)Cn1c(=O)c2sccc2n2c(CCCC(=O)NCc3ccccc3Cl)nnc12	-2%
Cc1ccc(C2(C)NC(=O)N(CC(=O)N(C)CC(=O)Nc3cccc4ccccc34)C2=O)cc1 (stereo not given)	8%
CCN(CC)CCn1c2c(c(SCC(=O)Nc3cccc(C(C)=O)c3)nc1=O)CCCC2	-8%

Quoted at random: 5 compounds from above.
canonical_smiles	aSyn tox rescue
C=CCN(C(=O)c1csnn1)C(C(=O)NC1CCCCC1)c1ccc(Cl)cc1 (stereo not given)	10%
CCN(CC)CCn1c2c(c(SCC(=O)Nc3cccc(C(C)=O)c3)nc1=O)CCCC2	-8%
COc1ccc(S(=O)(=O)NCc2ccccn2)cc1NC(=O)c1ccc(C)cc1	8%
CCn1c(CNC(=O)C23CC4CC(CC(C4)C2)C3)nnc1SCC(=O)Nc1ccc(F)cc1	7%
CC(C)Cn1c(=O)c2sccc2n2c(CCCC(=O)NCc3ccccc3Cl)nnc12	-2%

(continued)
canonical_smiles	aSyn tox rescue
NC(=O)CSc1ncc2c(n1)-c1ccccc1N(Cc1cccc(F)c1)S2(=O)=O	0%
CCOC(=O)c1c(C)c(C(=O)NCc2ccc(OC)cc2)c(C)n1CC	4%
O=C(COC(=O)c1cc(F)c(F)cc1Cl)NC1CCCCCC1	6%
COc1ccc(CNC(=O)CSCc2nc(-c3ccccc3F)oc2C)cc1	2%
COC(=O)c1ccccc1NC(=O)Nc1cccc(OCc2cc(=O)n3cccc(C)c3n2)c1	-7%
Cc1nnc(SCC(=O)NNC(=O)c2ccco2)s1	-13%
Cc1ccc2nc3c(cc(C#N)c(=O)n3-c3nnc(SCc4ccc(F)cc4)s3)c(=O)n2c1	-5%
COc1ccc(-c2nc3ccc(NS(=O)(=O)c4ccccc4)cc3o2)cc1	-2%
O=C(Cn1ncc2c1-c1ccccc1OC2)Nc1ccc(Cl)cn1	-3%

Screens deposited in PubChem BioAssay by National Center for Advancing Translational Sciences (NCATS).
